TEAD-YAP inh = TEAD-YAP interaction inhibition | HEK-TIYL cells, TEAD-Gal4/YAP UAS-luciferase luminescence | inhibition, % at 9.12 µM | 640,000 tested, 1.4% active; in the data active = inhibition above about 32%;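 note: 0% = median of test compound wells and 100% = reference inhibitor wells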
FBW7 act = activators of human E3 ligase FBW7; AlphaScreen FBW7–phospho-cyclin E peptide binding, activator screen; normalized activity (activation), % at 26.1 µM; 650,000 tested, 0.13% active; in the data active = normalized activity above about 1.9%;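 note: purified mutant Fbw7 with reduced substrate affinity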
GPR151 ag = activators of human GPR151; 650,000 tested, 1% active; AID 1508602; activation, % at 11.2 µM; Q8TDV0; PathHunter beta-arrestin GPR151 cells, luminescence; in the data active = activation above about 4.9%;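 note: 0% = median of compound wells and 100% = cells with positive control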
Target sequence (Q8TDV0 whole entry, looked up): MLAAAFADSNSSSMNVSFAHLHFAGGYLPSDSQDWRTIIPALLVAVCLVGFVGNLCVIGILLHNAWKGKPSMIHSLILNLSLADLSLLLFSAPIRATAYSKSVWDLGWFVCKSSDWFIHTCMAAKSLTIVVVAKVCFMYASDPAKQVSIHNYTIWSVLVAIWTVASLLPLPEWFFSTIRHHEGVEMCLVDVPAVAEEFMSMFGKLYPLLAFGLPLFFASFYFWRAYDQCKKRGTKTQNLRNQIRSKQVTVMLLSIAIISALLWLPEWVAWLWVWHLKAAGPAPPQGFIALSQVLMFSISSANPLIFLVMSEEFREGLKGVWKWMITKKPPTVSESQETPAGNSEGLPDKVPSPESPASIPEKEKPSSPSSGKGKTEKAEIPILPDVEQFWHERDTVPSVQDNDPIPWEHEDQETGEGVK
MITF inh = human MITF inhibition, primary screen; inhibition, % at 2.6 µM; O75030; AlphaScreen MITF homodimerization, bead proximity signal; AID 1259374; 650,000 tested, 0.91% active; in the data active = inhibition above about 50%;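 note: 0% = vehicle wells with protein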
Target sequence (O75030 whole entry, looked up): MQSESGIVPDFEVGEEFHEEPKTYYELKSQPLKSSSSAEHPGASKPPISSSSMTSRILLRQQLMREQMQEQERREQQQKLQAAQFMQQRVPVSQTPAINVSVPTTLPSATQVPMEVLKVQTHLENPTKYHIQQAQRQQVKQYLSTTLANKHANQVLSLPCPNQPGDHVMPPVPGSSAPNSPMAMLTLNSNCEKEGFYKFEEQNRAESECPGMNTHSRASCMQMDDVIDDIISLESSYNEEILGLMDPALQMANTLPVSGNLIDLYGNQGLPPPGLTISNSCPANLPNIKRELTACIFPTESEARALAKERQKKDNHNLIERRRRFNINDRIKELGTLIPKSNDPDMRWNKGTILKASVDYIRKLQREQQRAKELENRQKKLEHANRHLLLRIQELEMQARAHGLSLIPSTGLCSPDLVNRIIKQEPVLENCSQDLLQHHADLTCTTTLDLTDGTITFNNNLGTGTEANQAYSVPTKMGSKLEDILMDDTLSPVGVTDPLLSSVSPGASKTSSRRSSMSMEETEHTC
The depositor's hits bear a star; . = no result given; & = joins results of further samples.

no.	molecule	TEAD-YAP inh	FBW7 act	GPR151 ag	MITF inh
1	COc1cccc(-c2nc(C=Nc3ccc(C)cc3C)c(O)o2)c1	-2	0.0	-1.4	6
2	CC1CCN(C(=O)c2cc(N3C(=O)C(C)(C)CS3(=O)=O)ccc2Cl)CC1	-5	-0.2	-0.3	-7
3	CCCCNc1oc(-c2ccco2)nc1S(=O)(=O)c1ccccc1	10	0.0	-1.2	13
4	O=C(CN1C(=O)c2ccccc2C1=O)Nn1c(-c2ccc(F)cc2)nc2ccccc2c1=O	5	0.2	1.1	14
5	CC[C@H](Cn1nc(-c2cccs2)ccc1=O)NC(=O)c1ccn(CC)n1	12	-0.1	-0.2	-2
6	CCS(=O)(=O)NC(C)C(c1cccs1)N1CCN(c2ccc(F)cc2)CC1 (centres undefined)	3	0.1	0.3	-7
7	CCSC1=C(C#N)C(=O)NC(CO)S1 (centres undefined)	-3	-0.1	0.5	-1
8	O=C1CCCN1CCCNc1nc(N2CCOCC2)nc2c1ncn2Cc1ccc(C(F)(F)F)cc1	-4	1.1	-1.3	14
9	CC(=O)NCCN1C(=O)C(=O)/C(=C(\O)c2ccccc2)C1c1ccccc1 (centres undefined)	1	-0.1	-1.3	10
10	CCCOc1ccc(NS(=O)(=O)c2ccc(F)cc2)cc1	-2	-0.1	0.8	7
11	Cc1ccc(-c2nc3ncccc3o2)cc1NC(=O)c1ccc([N+](=O)[O-])o1	13	0.1	-0.5	-26
12	Nc1ccn([C@H]2CC[C@@H](CO)O2)c(=O)n1	4&-2	0.2&0.0&0.0	-0.2&-0.2&-1.3	8&-26&11
13	COC(=O)c1sc2nc3c(c(-c4cccs4)c2c1N)CCCC3	4	0.4	-1.6	7
14	COCC1CCN(C(=O)CC2(c3ccccc3Cl)CC(=O)N(CCN(C)C)C2=O)CC1 (centres undefined)	4	0.5	-0.4	7
15	Nc1nnnn1Cc1ccccc1	-2	0.3	-2.5	16
16	Cc1ccc(N2C(=O)C3CC=CCC3C2=O)cc1C (centres undefined)	-9	-0.1	-1.3	-1
17	CCOC(=O)C1=CN(C)C=C(C(=O)OCC)C1c1ccc(Cl)c([N+](=O)[O-])c1	-11	0.5	-0.6	13
18	CCOc1ccc(C(=O)CC2(O)C(=O)N(Cc3ccccc3)c3ccccc32)cc1 (centres undefined)	11	0.4	0.5	18
19	O=S(=O)(c1cccc2nsnc12)N1CCN(c2ccc(Cl)cc2)CC1	-7	-0.1	-0.4	5
20	COc1ccc(C(=O)O)cc1S(=O)(=O)Nc1cccc(C(F)(F)F)c1	4	0.9	-0.7	13
21	O=C1OC(c2ccc(Br)cc2)=C/C1=C/c1cc2c(cc1[N+](=O)[O-])OCO2	5	0.3	0.0	21
22	O=C(NC(NNc1ccccc1)(C(F)(F)F)C(F)(F)F)c1ccncc1	2	0.1	-0.1	-8
23	N#C/C(=C\c1cn(Cc2ccc(Cl)cc2Cl)nc1-c1ccccc1)c1nn(CCO)c(N)c1C#N	-1	0.4	1.5	25
24	COc1ccc(S(=O)(=O)Nc2cccc(N3CCCC3=O)c2)cc1F	9	-0.3	-0.2	-2
25	CN1CCN(C(=O)CS(=O)(=O)c2ccccc2[N+](=O)[O-])CC1	0	0.0	-1.0	-7

Overlap with the part before: 2 compounds, then new ones.
no.	molecule	TEAD-YAP inh	FBW7 act	GPR151 ag	MITF inh
24	COc1ccc(S(=O)(=O)Nc2cccc(N3CCCC3=O)c2)cc1F	9	-0.3	-0.2	-2
25	CN1CCN(C(=O)CS(=O)(=O)c2ccccc2[N+](=O)[O-])CC1	0	0.0	-1.0	-7
26	O=C(NC1CCCC1)c1ccc(CNc2c(N3CCOCC3)c(=O)c2=O)cc1	2	0.1	-0.4	14
27	O=S(=O)(c1ccc(Br)cc1Cl)N1CCN(CCO)CC1	0	-0.1	-0.5	-1
28	NS(=O)(=O)c1ccc(CCNC(=O)CCNS(=O)(=O)c2cccs2)cc1	0	0.0	-0.2	14
29	CCOC(=O)C1(CCOc2ccccc2)CCN(Cc2ccc(OCCO)cc2)CC1	1	0.1	0.9	7
30	COc1ccc(C(=O)Nc2ccc(-n3nncc3-c3ccc(Br)cc3)cc2)cc1OC	-3	0.1	-0.5	0
31	COc1cccc(CNC(=O)CCC2CCCN(C(=O)c3ccoc3)C2)c1 (centres undefined)	-4	-0.1	-0.8	-6
32	CCCCOC(=O)c1ccc(COc2ccc(C)cc2)cc1	-2	0.2	-0.8	7
33	Cc1ccc(NC(=O)c2nccnc2CO)c(C)c1	-17	0.4	3.1	-2
34	COC(=O)c1ccccc1NC(=O)CCS(=O)(=O)c1nc(-c2ccc3c(c2)OCO3)cc(C(F)(F)F)n1	-2	0.1	-0.7	1
35	CC1CC(C)CN(C(=O)c2cn(C)c(=O)c3ccccc23)C1 (centres undefined)	-7	0.1	-2.1	6
36	O=C(CSc1nc2[nH]ncc2c(=O)n1-c1ccccc1)NCCc1ccccc1	-4	0.6	-1.0	-8
37	Cc1cc(-c2ccco2)c(C#N)c2nc3ccccc3n12	-12	0.2	1.4	-4
38	COc1cccc(C2N=C(Nc3ccc(C)cc3)Nc3nc(C)cc(=O)n32)c1 (centres undefined)	14	0.4	-1.0	5
39	O=C(CCCCCn1nnc2ccccc2c1=O)NCc1ccc(Cl)cc1	12	-0.1	0.2	34
40	COc1ccc(NC(=O)c2ccc3c(=O)n(-c4ccc(OC)c(OC)c4)c(=S)[nH]c3c2)cc1Cl	2	0.0	0.3	11
41	CC1CCCN(C(=O)CCNS(=O)(=O)c2cc(Br)cnc2N)C1 (centres undefined)	0	-0.1	-0.7	0
42	Cc1nc2c(c(=O)[nH]1)CN(CC(=O)N(C1CCCCC1)C1CCCCC1)CC2	5	-0.1	1.3	-2
43	Cc1c(Cl)cn2c(=O)cc(CNc3cc(Cl)ccc3Cl)nc2c1Cl	-5	0.1	-0.5	-5
44	O=C(O)c1cc(CN2CCOCC2)oc1-c1ccccc1	-2	0.8	0.5	4
45	O=C(CC1CCCCC1)NCc1nc(-c2ccc(Cl)cc2)no1	-7	0.0	-0.1	-5
46	Cn1c(NC(=O)CCC2CCCC2)cc(=O)n(C)c1=O	-55	-0.1	2.0	-4
47	COc1cc(Nc2ccc(-n3cc(CC(=O)NCCCN4CCCC4=O)c4ccccc43)nn2)cc(OC)c1OC	-7	-0.1	-1.0	10
48	COc1cc(Br)cc(/C=C(/C#N)c2ccc(C(=O)O)cc2)c1OC	-1	0.0	-1.3	1
49	CC(C)(C)c1ccc(CSc2nc3ccc(NC(=O)CSc4nc5ccccc5s4)cc3s2)cc1	3	-0.1	0.4	-5
50	COC(=O)COc1ccc(S(=O)(=O)NCCc2ccccc2)cc1Cl	7	0.5	-1.7	17

Entries from the list above with a furan ring, fused or not:
no.	molecule	TEAD-YAP inh	FBW7 act	GPR151 ag	MITF inh
3	CCCCNc1oc(-c2ccco2)nc1S(=O)(=O)c1ccccc1	10	0.0	-1.2	13
11	Cc1ccc(-c2nc3ncccc3o2)cc1NC(=O)c1ccc([N+](=O)[O-])o1	13	0.1	-0.5	-26
31	COc1cccc(CNC(=O)CCC2CCCN(C(=O)c3ccoc3)C2)c1 (centres undefined)	-4	-0.1	-0.8	-6
37	Cc1cc(-c2ccco2)c(C#N)c2nc3ccccc3n12	-12	0.2	1.4	-4
44	O=C(O)c1cc(CN2CCOCC2)oc1-c1ccccc1	-2	0.8	0.5	4

More results
no.	molecule	TEAD-YAP inh	FBW7 act	GPR151 ag	MITF inh
51	COc1ccc(C2(O)CN(c3ccccc3)C3=[N+]2CCCCC3)c(F)c1 (centres undefined)	1	-0.2	0.7	-1
52	CCC(C)NC(=O)NC(=O)N(C1CCCCC1)S(C)(=O)=O (centres undefined)	3	0.4	-0.1	13
53	CCOc1ccccc1NC(=O)CSc1nc2n[nH]c(C)c2c(=N)n1-c1ccc(C)cc1	9	0.1	-0.1	5
54	CCC(CC)N=C1NS(=O)(=O)c2ccccc21	13	0.0	0.5	12
55	CC(=O)c1sc(NC(=O)CSc2ccccc2)nc1-c1ccccc1	-26	-0.2	-1.2	-9
56	CC/C(=N\Nc1ccc(S(N)(=O)=O)cc1[N+](=O)[O-])c1ccc(OC(F)F)cc1	0	0.0	-1.5	8
57	CCC(C)C(=O)N1c2ccccc2C(C)(c2ccccc2)CC1(C)C (centres undefined)	-10	-0.2	1.1	-5
58	O=C(Oc1ccc([N+](=O)[O-])cc1)c1cc(S(=O)(=O)N2CCCC2)ccc1Cl	-5	-0.2	-1.5	4
59	C=CCn1c(NS(=O)(=O)c2ccccc2)c(C#N)c2nc3ccccc3nc21	10	0.0	1.7	4
60	COCCOC(=O)C1=C(C)NC(=O)NC1c1ccc(Br)c([N+](=O)[O-])c1 (centres undefined)	5	0.0	0.8	-3
61	CCOC(=O)C(N)CSC1CC(=O)N(c2ccc(C(=O)OC)cc2)C1=O (centres undefined)	-5	-0.2	0.8	14
62	CC(Cc1cccs1)NC(=O)/C=C/c1ccc2c(c1)OCO2 (centres undefined)	-40	-0.1	-1.1	15
63	CSc1nc2[nH]c(=O)cc(O)c2s1	-1	0.2	5.5*	5
64	CCOc1ccc(NC(=S)NCCCO)cc1	-9&-17	-0.2&-0.1	-1.7&-0.3	-2&-2
65	CC(C)(C)OC(=O)N1CCN(c2nc(-c3ccccc3)c3cc([N+](=O)[O-])ccc3n2)CC1	-7	0.2	0.6	-5
66	O=C(O)C1Nc2ccc(Oc3ccccc3)cc2C2C=CCC12 (centres undefined)	5	0.7	-0.8	35
67	CN1CCN(C2=NC(=O)/C(=C\c3ccccc3OCc3ccc([N+](=O)[O-])cc3)S2)CC1	0	0.6	-1.0	10
68	CCOC(=O)c1c(C)nn2c(C)c(C(C)=O)cnc12	-7	0.0	3.5	8
69	O=C1CCCC2=C1C(c1cccc([N+](=O)[O-])c1)NC(=O)N2c1ccccc1 (centres undefined)	15	0.1	0.6	-2
70	CN(C)C(=O)c1cc(Cl)c(Cl)c(Cl)c1Cl	-8	0.0	-1.5	4
71	CCOc1ccc(-c2ccc(SCC(=O)N3CCCCC3)nn2)cc1	-7	1.1	0.4	17
72	CCCc1nc(SCC(=O)N(CC)CC)c2ccccc2n1	-6	0.1	1.5	3
73	COc1ccc(NC(=S)NC(=O)c2cccs2)c(OC)c1	-44	-0.4	-0.2	9
74	CCc1ccc(Oc2coc3cc(OC(C)C(=O)OC)ccc3c2=O)cc1 (centres undefined)	-8	-0.1	-0.7	11
75	CN(C(=O)c1ccc(Br)cc1)C1CCCCC1	-41	0.0	1.2	4
76	COc1ccc(C(=O)c2cc(C)sc2NC(=O)CN2CCOCC2)cc1	8	0.0	-0.7	8
77	Cc1cc(C(=O)COc2ccc([N+](=O)[O-])cc2Cl)c(C)n1C	11	0.1	-0.6	-7
78	CCNc1nc(NCC)n2c(SCC(=O)Nc3ccc([N+](=O)[O-])cc3C#N)nnc2n1	19	0.1	0.2	-2
79	CCOc1ccccc1N1CCN(CC(=O)NCCc2ccc(S(N)(=O)=O)cc2)CC1	9	0.0	1.8	9
80	O=C1CCC(c2nc(C3CC3)no2)N1Cc1ccccc1 (centres undefined)	0	0.7	-0.3	9
81	CCCCn1c(CN2CCN(c3ccc(OC)cc3)CC2)nc2c1c(=O)n(C)c(=O)n2C	-2	-0.2	1.8	-21
82	O=C(Nc1ccc(Br)c(Cl)c1)c1ccc([N+](=O)[O-])cc1	-39	0.1	0.9	8
83	CCOC(=O)C1CCC(CN(Cc2ccccc2)S(=O)(=O)c2ccc(Cl)cc2)CC1 (centres undefined)	3	-0.1	0.4	-2
84	CCc1ccc(C(=O)N2CCN3C(=O)[C@@H](CC(C)C)NC(=O)[C@H]3C2)cc1	1	0.5	0.1	12
85	Cc1cc(NCc2ccccc2)nc(Nc2ccncc2)n1	-4	0.0	2.1	4
86	Cc1ccc(N(C(=O)c2csnn2)C(C(=O)NC(C)(C)C)c2cccnc2)c(C)c1 (centres undefined)	0	0.0	3.1	9
87	CCCCC/C=C\C/C=C\CC/C=C\CCCC(=O)OCC	.	.	-0.9	3
88	Cc1ccccc1CSc1ncnc2c1c(-c1ccccc1)cn2-c1cccc(F)c1	-3	-0.1	0.2	18
89	N#CC1=C(N)OC2=C(C(=O)CCC2)C1c1ccc(C2C(C#N)=C(N)OC3=C2C(=O)CCC3)cc1 (centres undefined)	1	-0.2	0.5	-5
90	O=C(c1cccc([N+](=O)[O-])c1)N1CCN(C(=O)N2CCCCC2)CC1	-5	-0.3	1.5	-7

Source: PubChem BioAssay (The Scripps Research Institute Molecular Screening Center)

The order is random (roughly 3.5% active in at least one column).
